Screening results deposited in PubChem BioAssay by Sanford-Burnham Center for Chemical Genomics.
SENP8 block = inhibitors of human SENP8 protease; hit rate 1.2% among 330,000; inhibition, % at 10 µM; AID 2540; Q96LD8; purified SENP8, Z-RLRGG-aminoluciferin cleavage, luminescence
UBC13 inh = inhibitors of human UBC13 polyubiquitin chain formation. P61088. TR-FRET. inhibition, % at 20 µM. hit rate 0.47% among 330,000. AID 485273; in the data active means inhibition above about 45%, passing the limit was not always enough
Target sequence (P61088 whole entry, looked up): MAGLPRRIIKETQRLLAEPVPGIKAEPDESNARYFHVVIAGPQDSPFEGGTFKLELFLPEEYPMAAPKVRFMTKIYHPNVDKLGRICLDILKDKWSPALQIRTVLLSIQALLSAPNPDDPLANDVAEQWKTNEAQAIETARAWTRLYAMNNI
Jurkat NFkB inh = lowers PMA/ionomycin-induced NF-kB signal in Jurkat cells; PMA/ionomycin-induced NF-kB luciferase reporter, luminescence; hit rate 0.53% among 330,000; inhibition, % at 4 µM
SENP7 block = SENP7 protease inhibition. recombinant SENP7, Z-RLRGG-aminoluciferin luminescence, 40 min. Q9BQF6. inhibition, % at 5 µM. hit rate 1.5% among 330,000;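 active means inhibition above about 50% at the single test dose, limit read from the data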;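 further: plate controls were DMSO with enzyme for no effect and no enzyme buffer wells for full effect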
697 NFkB inh = inhibitors of the PMA/ionomycin-induced NF-kB reporter in 697 B cells; 697 B-cell NF-kB luciferase reporter, 16 h; inhibition, % at 4 µM; hit rate 0.33% among 330,000; AID 435022; in the data active means inhibition above about 35%
HKDC1 inhibitor = blocks human hexokinase HKDC1 activity; recombinant HKDC1, G6PDH/diaphorase resazurin coupled fluorescence; inhibition, % at 20 µM; hit rate 0.16% among 340,000; AID 493160;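 active means inhibition above about 35% when tested at 20 µM, limit read from the data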;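 further: plate controls were DMSO wells with enzyme for no effect and DMSO wells lacking enzyme for full effect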
Target sequence (Q2TB90 whole entry, looked up): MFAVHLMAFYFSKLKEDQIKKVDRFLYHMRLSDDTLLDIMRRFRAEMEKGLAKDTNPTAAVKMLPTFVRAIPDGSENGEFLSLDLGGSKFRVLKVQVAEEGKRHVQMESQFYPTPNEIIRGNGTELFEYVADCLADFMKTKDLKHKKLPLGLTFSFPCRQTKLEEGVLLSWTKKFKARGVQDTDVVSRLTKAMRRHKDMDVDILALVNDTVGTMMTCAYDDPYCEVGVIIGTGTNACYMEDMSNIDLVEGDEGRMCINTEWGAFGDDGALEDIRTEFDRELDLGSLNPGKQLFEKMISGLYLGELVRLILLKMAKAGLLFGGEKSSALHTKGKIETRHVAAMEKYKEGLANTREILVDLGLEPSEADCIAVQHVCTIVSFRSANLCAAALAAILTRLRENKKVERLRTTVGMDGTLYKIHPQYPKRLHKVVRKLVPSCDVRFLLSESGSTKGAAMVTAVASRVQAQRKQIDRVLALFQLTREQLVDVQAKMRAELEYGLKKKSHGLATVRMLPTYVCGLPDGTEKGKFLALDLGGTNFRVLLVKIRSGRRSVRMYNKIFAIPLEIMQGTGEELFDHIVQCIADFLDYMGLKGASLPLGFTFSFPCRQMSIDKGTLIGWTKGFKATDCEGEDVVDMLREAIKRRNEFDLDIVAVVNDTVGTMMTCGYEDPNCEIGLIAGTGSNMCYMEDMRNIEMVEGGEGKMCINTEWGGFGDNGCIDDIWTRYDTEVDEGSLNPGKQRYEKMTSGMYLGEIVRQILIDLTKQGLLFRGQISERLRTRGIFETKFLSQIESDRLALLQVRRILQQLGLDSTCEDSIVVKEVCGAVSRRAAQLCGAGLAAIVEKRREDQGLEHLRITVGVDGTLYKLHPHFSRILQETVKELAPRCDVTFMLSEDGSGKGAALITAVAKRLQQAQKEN
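Material: recombinant HKDC1 hexokinase; Amount: HKDC1 at 5 µg/mL; Medium: Tris pH 8.0 buffer with MgCl2, Tween-20, BSA, BME; Schedule: 90 min reaction incubation at room temperature, dark; Technique: coupled resazurin fluorescence, excitation 525 nm, emission 613 nm.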
Gli-Sufu block = Gli-Sufu pathway antagonism; Sufu-KO-LIGHT fibroblasts, Gli luciferase reporter luminescence; inhibition, % at 5 µM; hit rate 0.74% among 340,000; AID 588413;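 active means inhibition above about 55%, limit read from the data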;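 further: 0% = DMSO-treated cells and 100% = wells with medium but no cells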
Apaf1 inhib = blocks human Apaf-1 apoptosome activity | O14727 | reconstituted apoptosome caspase-3 activity, DEVD-Rh110 fluorescence | inhibition, % at 20 µM | hit rate 0.71% among 330,000 | AID 489030; active means inhibition of at least 40% at 20 µM;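 further: plate controls were DMSO wells for no effect and DEVD-CHO caspase inhibitor wells for full effect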
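Material: reconstituted apoptosome with Apaf-1, cytochrome c, caspase-9, procaspase-3, dATP; medium: pH 7.5 Hepes buffer with CHAPS, BSA, DTT; also added: cytochrome c and DEVD-Rh110 substrate; timing: 30 min plus 50 min, RT; signal: Rh110 fluorescence intensity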
Starred values were filed as active, the others as inactive; nt = no result given. Unless noted, no stated cut-off is given here; in the data, active means inhibition above about 50%; inactive means the rest.

The opening 2 entries, to show the layout:
SMILES	SENP8 block	UBC13 inh	Jurkat NFkB inh	SENP7 block	697 NFkB inh	HKDC1 inhibitor	Gli-Sufu block	Apaf1 inhib
COc1ccccc1C(=O)COC(=O)/C=C/c1ccccc1	-10	-3	-23	26	-36	0	-14	11
COc1cc(/C=N/NC(=O)C(N)=O)ccc1OC(=O)c1cccs1	-11	-2	0	-7	7	2	-5	2

All compounds of this part, previewed entries included:
SMILES	SENP8 block	UBC13 inh	Jurkat NFkB inh	SENP7 block	697 NFkB inh	HKDC1 inhibitor	Gli-Sufu block	Apaf1 inhib
COc1ccccc1C(=O)COC(=O)/C=C/c1ccccc1	-10	-3	-23	26	-36	0	-14	11
COc1cc(/C=N/NC(=O)C(N)=O)ccc1OC(=O)c1cccs1	-11	-2	0	-7	7	2	-5	2
CC(C)c1ccc(S(=O)(=O)N2CCC(C(=O)NCc3ccco3)CC2)cc1	-6	0	3	14	10	1	-6	8
CCCN1CCN(S(=O)(=O)c2ccc(-n3cnnn3)cc2)CC1	6	-3	-3	0	1	-4	7	3
O=C(O)/C(=C\c1ccc(C(F)(F)F)cc1)c1ccc(S(=O)(=O)N2CCCC2)s1	-3	-4	6	4	3	7	-3	2
CC(C)(C)c1ccc(OCC(=O)NCCN2CCCC2)cc1	-2	4	0	7	-2	-3	3	-6
O=C(C1CCN(S(=O)(=O)c2ccccc2[N+](=O)[O-])CC1)N1CCOCC1	-1	-3	11	-7	14	-3	-2	-1
Cn1nc(C(F)(F)F)c(C#N)c1N1CCN(c2ccc(F)cc2)CC1	-3	9	11	-6	-17	-3	4	11
Cc1nc(CCNC(=O)C2CCC(=O)N(CCc3cccc(F)c3)C2)sc1C (configuration not stated)	2	-5	-2	5	-37	-2	-5	19
COc1ccc(Cc2nc(C(=O)Nc3ccccc3)cs2)cc1	-5	1	1	10	27	-2	12	8
COc1ccc(CN2c3cc(S(=O)(=O)N4CCOCC4)ccc3N3CCCC32)cc1 (configuration not stated)	-7	-2	-11	8	-13	-4	0	1
CCOC(=O)c1sc2nc(C)nc(NCCc3ccccn3)c2c1C	-10	14	8	-4	-3	12	5	2
CN(CC(=O)Nc1cccc(F)c1)C(=O)/C=C/c1cn(Cc2ccccc2)nc1-c1cccnc1	-10	1	9	1	9	0	-4	20
Cc1cc(C(F)(F)F)n2ncc(-c3cccc(Br)c3)c2n1	-14	2	-1	-1	-11	-7	3	2
CC1CCc2c(sc(/N=C/N(C)C)c2C#N)C1 (configuration not stated)	1	-5	-34	-4	-41	2	-9	7
CCc1cc2c(-n3nc(C)cc3C)ncnc2s1	-1	7	4	-1	14	-8	-13	0
c1ccc(CN2CCC3(CCCc4ccccc43)CC2)cc1	9	6	19	-3	9	3	-5	-1
O=C(c1cccc(Oc2ccc([N+](=O)[O-])cc2Cl)c1)N1CCCCC1	-2	0	7	4	12	-5	-5	11
O=C(Cn1nnc2ccccc2c1=O)N1CCCc2ccccc21	7	3	4	8	25	-5	-4	-19
COc1ccccc1CC(=O)Nc1sc2c(c1C(N)=O)CCCC2	0	5	-5	5	-8	1	-9	17
COc1ccc(OC)c(NC(=O)CSc2nnc(-c3ccco3)n2-c2ccccc2)c1	-5	-4	3	-3	3	-1	-6	4
O=C(NC(=S)Nc1ccc(O)cc1)c1cncc(Br)c1	1	0	-2	-1	-21	5	-20	-15
CCOc1ccc(CN2CCNC(=O)C2CC(=O)NC2CCCCCC2)cc1 (configuration not stated)	0	4	0	-5	0	-9	7	16
O=C(NCC1CCCCC1)C1(CC2CC(c3ccc(Cl)cc3)=NO2)CCNCC1 (configuration not stated)	-6	46*	-5	-2	18	-5	11	14
COc1ccc(S(=O)(=O)N2CCOCC2)cc1NC(=O)CSc1nnc(NC2CC2)s1	-7	-11	3	-7	11	-4	-1	2
O=C(Nc1cccc2ncccc12)c1ccc(-c2ccc(Br)cc2)o1	-6	6	8	10	-34	1	-3	18
Fc1ccc(Sc2nc(-c3ccccc3)nnc2C(F)(F)F)cc1	5	-4	3	-1	23	3	-7	1
Cc1ccccc1NC(=O)CN1C(=O)c2ccccc2C1=O	-8	-12	-37	-13	-36	-7	1	-5
C=CCOC(=O)C1=C(C)NC(=S)NC1c1cccs1 (configuration not stated)	0	-2	4	-4	6	-4	1	-12
COc1ccc(C2=Nn3c(nnc3-c3ccncc3)SC2)cc1	-6	-4	8	-9	-10	-4	-5	12
Cn1c(SCC(=O)c2ccccc2)nc2cccnc21	-7	4	7	-2	4	-6	-9	13
COc1cc(/C=C2\SC(=N)N(c3ccc(F)cc3)C2=O)ccc1O	-1	0	8	0	-12	3	-2	4
Cc1c(C)n(CCCN(C)C)c2ncnc(NC3CCCCC3)c12	-3	8	-16	-15	-10	-2	39	9
COc1cccc(Oc2ccc(C(F)(F)F)cc2N)c1	-14	-10	-19	-9	-41	1	9	7
CCOC(=O)c1ccc(NC(=O)NC2CC3CCC(C2)N3)cc1 (configuration not stated)	4	1	0	2	13	14	6	-7
N#Cc1ccc(C(=O)Nc2nnc(-c3cccs3)o2)cc1	49	-12	-13	35	4	-3	-14	-3
Nc1c(SCCC(=O)O)ccc2c1C(=O)c1ccccc1C2=O	84*	-77	2	45	-12	14	-1	14
CCCCNc1c([N+](=O)[O-])cc(C)cc1[N+](=O)[O-]	6	-34	7	6	1	16	3	-16
O=C(CSc1nc2ccccc2nc1N1CCCC1)Nc1ccc(F)cc1	7	18	-5	-1	-1	3	2	10
O=C(CCc1nc2ccccc2c(=O)[nH]1)Nc1ccc(F)cc1	1	8	3	7	9	6	-3	-4
O=C1CCC(CCC(=O)N2CCCC(C(=O)c3ccc(Cl)cc3)C2)=NN1 (configuration not stated)	-1	-2	11	4	5	4	28	-12
CCCCn1c(N)c(N(CC)C(=O)c2cc(CC)c(C)s2)c(=O)[nH]c1=O	-1	1	-1	-2	20	0	-4	5
CC(=O)Nc1ccc(CN2CCCC(CO)(Cc3cccc(Cl)c3)C2)cc1 (configuration not stated)	-6	-8	1	-1	-8	-2	7	-3
COC(=O)/C(C(C)=O)=C(/C=C/C=C/N(C)C)N(C)C	-1	0	4	-2	4	-10	-2	-15
CCc1cc(C(=O)N2CCOCC2)c(NC2=NS(=O)(=O)c3ccccc32)s1	2	-3	-4	0	20	-10	3	-2
CCNC(=O)NC(=O)C(C)OC(=O)CCCc1nc2ccccc2s1 (configuration not stated)	-4	-3	-6	10	8	-6	-7	2
CC(C)(C)NC(=O)NC(=O)COC(=O)Cc1c(F)cccc1Cl	-3	6	4	3	9	2	3	6
CCOc1cc(/C=C2\C(=O)N(CCC#N)N=C2C)ccc1OCC(N)=O	1	-32	-10	16	30	-11	6	58*
COc1ccccc1COC(=O)N/C=C/c1ccco1	0	-2	5	3	17	-2	-2	7
Clc1ccc(CSc2nnc(/C=C/c3ccccc3)o2)cc1	0	-12	1	-7	-8	-1	-1	14
COc1oc(-c2ccccc2C)nc1C(F)(F)F	3	7	12	5	1	2	0	-2
CC(C)n1c(C(F)(F)F)nc2cc(C(=O)N3CCC(O)CC3)ccc21	-1	6	-12	0	4	3	3	-15
O=c1[nH]c(CSc2ncc(-c3ccc(F)cc3)n2Cc2ccco2)nc2ccccc12	8	-2	-6	7	-4	2	6	16
CCOc1ccccc1OCCCC(=O)NNC(=O)c1cc(C)oc1C	-3	4	3	6	10	-7	-2	0
CCOc1ccc(/C=C2\SC(N3CCCCC3)=NC2=O)cc1	1	-2	-4	-11	7	3	1	10
COc1ccc(S(=O)(=O)NCCOc2ccc(Cl)cc2)cc1	11	7	3	3	8	-5	-5	-6
Cc1cc(NC(=O)COc2ccc(N(C)S(=O)(=O)c3ccccc3)cc2)no1	-2	-6	-9	-4	-24	-6	-5	7
O=C(CC(c1ccccc1)c1cc(Cl)ccc1O)N1CCOCC1 (configuration not stated)	1	-2	11	0	-6	8	0	13
CC(C)CCN(C)C1CCN(S(=O)(=O)c2ccc(F)cc2)CC1	-15	2	-19	3	-17	-7	9	4
Cc1cc(C)nc(SCC(=O)Nc2ccc(S(=O)(=O)Nc3cc(C)on3)cc2)n1	0	2	16	-4	15	-6	-5	-6

Reprinted at random: 4 compounds from above, in no set order.
SMILES	SENP8 block	UBC13 inh	Jurkat NFkB inh	SENP7 block	697 NFkB inh	HKDC1 inhibitor	Gli-Sufu block	Apaf1 inhib
CCOc1cc(/C=C2\C(=O)N(CCC#N)N=C2C)ccc1OCC(N)=O	1	-32	-10	16	30	-11	6	58*
CC(C)n1c(C(F)(F)F)nc2cc(C(=O)N3CCC(O)CC3)ccc21	-1	6	-12	0	4	3	3	-15
O=C(CC(c1ccccc1)c1cc(Cl)ccc1O)N1CCOCC1 (configuration not stated)	1	-2	11	0	-6	8	0	13
COc1ccc(S(=O)(=O)NCCOc2ccc(Cl)cc2)cc1	11	7	3	3	8	-5	-5	-6

The list goes on:
SMILES	SENP8 block	UBC13 inh	Jurkat NFkB inh	SENP7 block	697 NFkB inh	HKDC1 inhibitor	Gli-Sufu block	Apaf1 inhib
CC(Sc1nnc(N)s1)C(=O)Nc1ccc2c(c1)OCO2 (configuration not stated)	-2	-2	-1	4	-8	2	-9	-3
CN1CCN(CCCN(Cc2cccs2)C(=S)Nc2ccc(Cl)cc2)CC1	0	11	3	0	2	0	-17	-1
COc1ccc([N+](=O)[O-])cc1NC(=O)c1ccc(C)o1	0	5	7	1	10	-9	0	-2
COc1ccc(Nc2nc(N)nc(CN3CCN(c4ccc(F)cc4)CC3)n2)cc1	3	1	14	8	-20	-4	29	7
COc1ccc2cc(C(C)C(=O)Nc3cccc(S(=O)(=O)N(C)C)c3)ccc2c1 (configuration not stated)	-7	5	12	-1	-3	0	1	14
COc1ccc(OC)c(C2CC(=O)c3c([nH]c(C(=O)OC(C)C)c3C)C2)c1 (configuration not stated)	-14	3	60*	-8	-19	5	nt	13
COC(=O)c1ccc2c(=O)[nH]c(CSc3nc(C)cs3)nc2c1	-3	-5	-11	-2	-22	-3	-13	6
COCCn1c(C)cc(C(=O)CSc2cc(C)c3ccc(OC)cc3n2)c1C	-7	10	6	-1	4	-11	-3	10
Cc1nnc(NC(=O)CSc2nnc(CC(=O)Nc3ccccc3F)n2C)s1	-4	1	-6	-5	12	-5	-18	-2
Cc1c(-c2ncn[nH]2)sc(C#N)c1-c1ccccc1	-9	-6	4	-10	-15	-7	-6	6
Nc1nnc(SCC(=O)NN2C(=O)NC3(CCCCC3)C2=O)s1	-14	-15	6	-1	0	8	-7	-2
CC(C)Oc1nnnn1-c1ccccc1	-1	12	-7	-2	11	-10	5	1
CCc1nc2ccc(C(=O)N3CCN(c4cc(C)ccc4C)CC3)cc2nc1CC	-4	11	10	-2	-7	5	-14	19
Cc1nc2c(c(=O)c3ccccc3n2C)c(=O)n1-c1ccccc1	-7	15	4	3	4	51*	-11	-16
CCC(CC)c1nnc(NC(=O)C2=COCCO2)s1	-3	-1	-15	5	-19	-7	-22	3
COc1cc(/C=C2/SC(=S)N(CC(=O)Nc3nc4ccccc4s3)C2=O)cc(OC)c1OC	-13	-27	-18	15	9	2	-45	-7
COCCNc1nc(-c2ccc(OC)cc2)c(-c2ccc(OC)cc2)s1	2	11	10	7	1	-3	8	20
CCCCC(=NCCc1c(C)[nH]c2ccccc12)C1=C(O)CC(c2ccccc2)CC1=O (configuration not stated)	-3	-4	45	-7	-15	-1	24	1
Cc1ccc(NC(=O)N(Cc2nc3ccccc3c(=O)[nH]2)Cc2cccs2)cc1	-5	9	2	-4	2	-17	0	6
COC(=O)C1=C(C(=O)OC)[C@@H]2N(Cc3ccccc3)c3ccccc3[C@@]23C[C@@H](CO)N(C(=O)NC2CCCC2)C3=N1	1	9	-5	-6	20	1	14	5
CCOc1ccc(CCNC(=O)COC(=O)CNC(=O)c2ccc(Br)o2)cc1OCC	3	3	6	1	15	-3	1	5
COc1ccccc1C1(O)CCN(CC(=O)Nc2c(C)nn(C)c2C)CC1	7	0	0	8	13	-11	-2	-9
CCN(C(=O)c1cc2c(=O)n3ccccc3nc2n1C)C1CCCCC1	-1	-10	-16	5	-37	2	29	15
